Screening data deposited in PubChem by Sanford-Burnham Center for Chemical Genomics.
Mdm2 MdmX PPI = disrupts the human Mdm2-MdmX interaction; O15151+Q00987; SaOS-2 split-luciferase Mdm2/MdmX complementation, luminescence; inhibition, % at 8 µM; 330,000 compounds, 3% hits; AID 485346;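 active = inhibition of at least 50% at 8 µM in the primary screen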
Target sequence (O15151 whole entry, looked up): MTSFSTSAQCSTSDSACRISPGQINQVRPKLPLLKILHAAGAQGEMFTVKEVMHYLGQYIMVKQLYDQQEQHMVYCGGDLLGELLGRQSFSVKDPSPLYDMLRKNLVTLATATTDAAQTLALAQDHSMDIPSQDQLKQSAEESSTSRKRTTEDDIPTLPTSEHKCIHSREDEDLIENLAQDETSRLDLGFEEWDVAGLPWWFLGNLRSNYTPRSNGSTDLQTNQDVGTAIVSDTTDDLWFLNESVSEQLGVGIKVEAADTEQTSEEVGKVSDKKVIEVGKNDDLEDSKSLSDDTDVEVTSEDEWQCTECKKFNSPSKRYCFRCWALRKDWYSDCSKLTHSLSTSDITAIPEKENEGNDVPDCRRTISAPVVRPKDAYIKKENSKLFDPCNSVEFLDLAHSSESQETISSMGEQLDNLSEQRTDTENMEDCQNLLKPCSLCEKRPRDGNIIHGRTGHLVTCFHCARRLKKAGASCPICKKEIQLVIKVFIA
Target sequence (Q00987 whole entry, looked up): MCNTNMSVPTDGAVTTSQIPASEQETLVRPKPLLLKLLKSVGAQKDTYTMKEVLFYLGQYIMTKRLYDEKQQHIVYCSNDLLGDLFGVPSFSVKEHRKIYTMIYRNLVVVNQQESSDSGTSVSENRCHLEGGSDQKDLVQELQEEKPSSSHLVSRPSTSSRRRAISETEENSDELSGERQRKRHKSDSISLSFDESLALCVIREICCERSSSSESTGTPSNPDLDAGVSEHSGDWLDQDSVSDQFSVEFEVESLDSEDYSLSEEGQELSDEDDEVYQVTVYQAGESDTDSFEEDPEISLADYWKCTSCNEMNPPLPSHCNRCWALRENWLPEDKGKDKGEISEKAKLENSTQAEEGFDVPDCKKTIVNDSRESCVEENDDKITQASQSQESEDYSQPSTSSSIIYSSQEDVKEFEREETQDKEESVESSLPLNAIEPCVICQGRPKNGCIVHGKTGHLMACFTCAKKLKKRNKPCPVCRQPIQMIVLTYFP
Gli-Sufu antag = Gli-Sufu pathway antagonism; Sufu-KO-LIGHT fibroblasts, Gli luciferase reporter luminescence; inhibition, % at 5 µM; 340,000 compounds, 0.74% hits; AID 588413;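 active = inhibition above about 55%, limit read from the data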;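 also: 0% = DMSO-treated cells and 100% = wells with medium but no cells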
Jurkat NFkB inh = lowers PMA/ionomycin-induced NF-kB signal in Jurkat cells; PMA/ionomycin-induced NF-kB luciferase reporter, luminescence; inhibition, % at 4 µM; 330,000 compounds, 0.53% hits; AID 435003; in the data active = inhibition above about 50%
697 NFkB inh = inhibitors of the PMA/ionomycin-induced NF-kB reporter in 697 B cells | inhibition, % at 4 µM | 697 B-cell NF-kB luciferase reporter, 16 h | AID 435022 | 330,000 compounds, 0.33% hits; in the data active = inhibition above about 35%
CHOP UPR activ = apoptotic UPR (CHOP) activation; CHO-CHOP luciferase reporter, luminescence; percent of tunicamycin response over DMSO baseline; activation, % at 10 µM; 330,000 compounds, 0.34% hits; AID 449763;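 active = at 10 µM dose, activation of 40% or more, normalized to positive control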;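 also: 100% = tunicamycin at 10 µg/mL and 0% = DMSO alone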
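System: CHO-CHOP luciferase reporter cell line; amount: 500 cells/well; buffer or medium: F12 medium containing 10% fetal bovine serum; incubation: 6 h compound exposure at 37 °C after overnight seeding; measured by: luciferase luminescence after 10 min with Steady-Glo reagent; evaluation: % reporter activation, DMSO baseline versus tunicamycin full activation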
CCR6 antag = antagonists of human CCR6 receptor | P51684 | CHO-K1 CCR6 PathHunter beta-arrestin, luminescence, CCL20-stimulated | inhibition, % at 20 µM | 340,000 compounds, 0.49% hits;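 active = compounds whose inhibition of the agonist-driven luminescence signal at 20 µM reaches about 50%, limit read from the data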;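 also: cells stimulated with CCL20 at 14 nM final; plate controls were DMSO with CCL20 for no effect and DMSO without agonist for full effect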
CXCR6 inh = CXCR6 (human) receptor inhibition; O00574; CHO-K1 PathHunter CXCR6 beta-arrestin, luminescence; inhibition, % at 20 µM; 360,000 compounds, 0.36% hits; in the data active = inhibition above about 34%, passing the limit was not always enough;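 also: antagonist mode with CXCL16 agonist at 10 nM final; 0% = 10 nM CXCL16 with DMSO and 100% = unstimulated wells without agonist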
XBP1 UPR activ = adaptive UPR (XBP1) activation | CHO-XBP1 luciferase reporter, IRE1-XBP1 UPR activation, luminescence; percent of tunicamycin response, DMSO as zero | activation, % at 20 µM | 330,000 compounds, 0.33% hits | AID 463104;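 active = versus positive control, 20 µM dose yields 30% or more activation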;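 also: 100% = tunicamycin at 10 µg/mL and 0% = DMSO only wells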
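incubation = overnight seeding at 37 °C, 6 h compound treatment at 37 °C | assay system = CHO-XBP1 cells stably carrying IRE1-XBP1-driven luciferase reporter | input = 1000 cells per well | detection = luciferase luminescence | dosing = single point, 20 µM final compound, 1% DMSO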
EBI2 block = EBI2 (human) antagonism. P32249. EBI2 beta-arrestin recruitment, luminescence, 7a,25-OHC stimulated. inhibition, % at 5 µM. 360,000 compounds, 0.81% hits; in the data active = inhibition above about 38%;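 also: enzyme fragment complementation signal reports receptor beta-arrestin coupling in cells; 0% = agonist plus DMSO wells and 100% = wells without agonist; some results beyond the cut were filed as inactive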
* hit, by the source's call; x = no result given.

SMILES	Mdm2 MdmX PPI	Gli-Sufu antag	Jurkat NFkB inh	697 NFkB inh	CHOP UPR activ	CCR6 antag	CXCR6 inh	XBP1 UPR activ	EBI2 block
Cc1ccc(C)c(NC(=S)NNC(=O)c2sccc2C)c1	21	-10	-12	-16	1.1	13	4	0	6
N#Cc1cc(C#N)c(SCC(=O)NCC2CCCO2)nc1N (stereo unspecified)	28	29	0	14	0.8	7	0	-3	-4
O=C(CCc1nnc(-c2ccccc2)o1)c1ccc(Cl)cc1	-11	-13	0	1	0.5	2	0	1	4
O=C(Nc1ccc(-c2cnco2)cc1)c1ccccc1	-23	-52	-78	-55	4.8	-3	-11	2	-5
CSc1ccccc1C(=O)NCC(c1ccco1)N(C)C (stereo unspecified)	-42	1	-14	-27	-1.9	-3	19	-2	-5
CCC(C)N(C(=O)Cn1c(Cl)nc2c1c(=O)n(C)c(=O)n2C)C1CCS(=O)(=O)C1 (stereo unspecified)	13	-2	-14	-3	1.3	16	10	-3	-16
N#CCCN(C(=S)NC(=O)C1CCCCC1)c1ccccc1F	7	2	1	9	0.2	-7	-2	-1	-4
CC(C)(C)NC(=O)c1ccc(NC(=O)C2COc3ccccc3O2)cc1 (stereo unspecified)	-21	3	-24	2	0.4	4	0	1	-5
COc1cc(NS(=O)(=O)N2CCCC2)cc(OC)c1OC	6	9	-6	0	2.1	13	-2	2	-9
O=C(Nc1ccc(Br)cc1)c1ccco1	-37	-72	-87	-76	2.4	9	-4	2	-7
COC(=O)c1ccccc1NC(=O)C1CCN(C(=O)N2CCOc3ccccc32)CC1	19	5	1	2	0.3	13	-2	-2	8
Cc1cccc(N(C(=O)CNC(=O)c2ccco2)C(C(=O)NC2CCCC2)c2ccncc2)c1 (stereo unspecified)	-14	3	-5	8	-0.8	3	1	-1	-7
CCCOc1ccccc1N/C(=N/c1nc(C)cc(C)n1)NC(=O)Nc1ccc(Cl)cc1	34	-6	10	10	-2.0	12	11	-9	4
CCC(C)(C)NC(=O)CN(C(=O)c1csnn1)c1cccc2c1CCCC2	-3	2	-1	5	1.1	7	-3	-2	-26
CCNc1nc(Oc2ccccc2)nc(OC(C)C(=O)OCC)n1 (stereo unspecified)	-3	-2	19	18	-1.8	-10	4	3	-1
CCS(=O)(=O)N1N=C(c2ccc(NS(C)(=O)=O)cc2)CC1c1ccccc1 (stereo unspecified)	-14	-4	7	-12	0.1	-4	1	-1	2
COC(=O)c1ccc(CN2CCC(CO)(Cc3ccc(OC)cc3)CC2)cc1	-5	5	2	5	0.6	14	3	-1	8
CC1=[N+](C)c2c(ccc3cccnc23)C1(C)C	x	87*	x	x	x	14	-4	x	-9
CC(Sc1nc2scc(-c3ccccc3)c2c(=O)[nH]1)C(=O)NC(N)=O (stereo unspecified)	-16	-1	-4	-4	0.6	-13	1	-2	-4
CCC(=O)c1c(NC(C)C)cc(C)oc1=O	0	20	-3	14	-0.2	12	-8	-1	7
Cc1c(C(=O)OC(C)C)sc(NC(=O)C2CCCO2)c1C(=O)OC(C)C (stereo unspecified)	36	3	-27	-31	-0.2	11	1	2	19
O=C(OC(C(=O)NCc1ccccc1)c1ccccc1F)c1ccco1 (stereo unspecified)	6	12	12	14	0.9	14	-1	-2	-7
CC(=O)Nc1sc(C)c(C)c1C(=O)OCCOc1ccccc1	-62	-21	-24	-27	8.9	11	-3	1	19
Cc1noc(C)c1CSCC(=O)Nc1ccc(S(C)(=O)=O)cc1	-5	0	3	6	-0.5	2	-4	-1	-3
Cc1ccc(NC(=S)Nc2ccc(OC(F)F)c(Cl)c2)cc1F	23	-5	5	4	1.2	4	2	-5	41
CCOc1ccccc1NC(=O)Nc1cccc(S(N)(=O)=O)c1	1	2	6	25	-1.7	4	-3	0	5
CCOc1ccc(NC(=O)COC(=O)c2cccnc2)cc1	6	-8	1	-15	0.8	-9	8	3	2
COC(=O)CCC(=O)OC1(C)C(=O)C=C2C=C(C3CC3)OC=C2C1=O (stereo unspecified)	-27	x	10	15	1.6	x	x	-1	x
COc1cc(C(=O)N/N=C\c2ccccc2)c([N+](=O)[O-])c(OC)c1OC	8	-3	12	-5	-1.4	0	-3	-1	-13
Cc1ccc(NC(=O)CN2C(=O)NC(Cc3c[nH]c4ccccc34)C2=O)cc1 (stereo unspecified)	-10	-16	-1	-1	-0.5	1	-11	-1	-7
COc1cc(/C=C2/SC(=O)NC2=O)ccc1OC(=O)c1ccco1	4	-7	-1	-60	0.2	-6	7	2	-19
CC(C)=CCN1CCN(Cc2ccc(N3CCNC3=O)cc2)CC1CCO (stereo unspecified)	5	-9	6	8	0.0	3	-2	-1	-2
CC(C)(C)c1cc(C(=O)N2CCc3ccccc3C2)ccn1	2	3	5	-14	2.6	2	-15	-3	-2
CCC(=C/c1sc2ccc3ccccc3c2[n+]1C)/C=C1\Sc2ccc3ccccc3c2N1C	2	64*	-5	-4	13	67*	-39	-3	2
Cc1ccc(-c2ocnc2C(=O)Nc2ccccc2NC(=O)c2ccccn2)cc1	12	-14	-10	1	1.6	12	11	1	0
Cc1ccoc1C(=O)NCc1occc1C(=O)O	-8	7	8	21	-2.1	-4	2	0	-1
CN(C)/C=C(\C#N)S(=O)(=O)c1ccc(Cl)cc1	25	2	5	8	-0.6	5	14	-2	8
CCOC(=O)C1CCCN(C(=O)c2cccc(S(=O)(=O)N3CC(C)OC(C)C3)c2)C1 (stereo unspecified)	-13	-2	7	14	0.3	-3	-4	2	-3
COc1ccc(NC(=O)c2coc(C)c2)cc1	-13	-32	-46	-7	3.0	-10	5	-3	-1
COc1cc2c(cc1OC)CN(C(=O)c1ccc(Br)o1)CC2	20	-3	-2	-27	0.2	-3	-17	4	-14
COc1ccc(CC(NC(C)=O)C(=O)NC2CCN(S(=O)(=O)c3cccc4ccccc34)CC2)cc1OC (stereo unspecified)	18	-2	3	12	-1.0	-1	8	-1	-4
CCn1cc(C(=O)NC2CCCCCC2)c(=O)c2ccc(C)nc21	20	11	2	8	-0.6	24	12	-2	4
CC(C)(COC(=O)Nc1ccccc1)COC(=O)Nc1ccccc1	-29	3	0	-20	1.4	-1	0	-1	12
O=c1c2cnn(-c3ccccc3)c2nc(-c2cccs2)n1-c1cccc(Cl)c1	34	24	-1	-49	0.5	11	9	3	34
CCCNC(=O)NC(C(=O)OC)C12CC3CC(CC(C3)C1)C2 (stereo unspecified)	43	-1	8	-6	1.0	5	-13	0	-10

Four entries out of the list, sorted by heavy-atom count, largest number first:
SMILES	Mdm2 MdmX PPI	Gli-Sufu antag	Jurkat NFkB inh	697 NFkB inh	CHOP UPR activ	CCR6 antag	CXCR6 inh	XBP1 UPR activ	EBI2 block
CC(C)=CCN1CCN(Cc2ccc(N3CCNC3=O)cc2)CC1CCO (stereo unspecified)	5	-9	6	8	0.0	3	-2	-1	-2
Cc1c(C(=O)OC(C)C)sc(NC(=O)C2CCCO2)c1C(=O)OC(C)C (stereo unspecified)	36	3	-27	-31	-0.2	11	1	2	19
CC(=O)Nc1sc(C)c(C)c1C(=O)OCCOc1ccccc1	-62	-21	-24	-27	8.9	11	-3	1	19
N#Cc1cc(C#N)c(SCC(=O)NCC2CCCO2)nc1N (stereo unspecified)	28	29	0	14	0.8	7	0	-3	-4

Of the compounds above, these have a cyano group:
SMILES	Mdm2 MdmX PPI	Gli-Sufu antag	Jurkat NFkB inh	697 NFkB inh	CHOP UPR activ	CCR6 antag	CXCR6 inh	XBP1 UPR activ	EBI2 block
N#Cc1cc(C#N)c(SCC(=O)NCC2CCCO2)nc1N (stereo unspecified)	28	29	0	14	0.8	7	0	-3	-4
N#CCCN(C(=S)NC(=O)C1CCCCC1)c1ccccc1F	7	2	1	9	0.2	-7	-2	-1	-4
CN(C)/C=C(\C#N)S(=O)(=O)c1ccc(Cl)cc1	25	2	5	8	-0.6	5	14	-2	8

(cont.)
SMILES	Mdm2 MdmX PPI	Gli-Sufu antag	Jurkat NFkB inh	697 NFkB inh	CHOP UPR activ	CCR6 antag	CXCR6 inh	XBP1 UPR activ	EBI2 block
Cc1ccc(S(=O)(=O)N2CCCN(S(=O)(=O)c3ccc4ccccc4c3)CC2)cc1	-19	-3	4	-18	0.7	10	3	-6	14
COc1ccc(-n2nc(C(=O)NCC(=O)NCC3COc4ccccc4O3)c3ccccc3c2=O)cc1 (stereo unspecified)	5	21	-7	-12	-0.6	2	17	1	1
CCc1c(C(=O)Nc2ccc(OC)c(Cl)c2)[nH]c(C)c1C(C)=O	37	4	2	22	-0.9	8	-5	0	0
O=C(Nc1ccc(F)c(F)c1)c1ccc(-n2cncn2)c([N+](=O)[O-])c1	-15	-1	2	2	3.3	9	-18	2	-16
Cn1ncc2c(=O)[nH]cnc21	7	0	6	22	1.7	2	0	-2	5
Cc1ccc(S(=O)(=O)N(CC2CO2)c2cc(Cl)ccc2Cl)cc1 (stereo unspecified)	25	-6	5	0	1.1	19	7	-3	3
CCN(CC)C(=O)c1ncn(C)c1C(=O)N(CC)CC	-23	-14	9	13	0.9	10	-2	-1	-6
CC(=O)N1N=C(c2ccccc2)OC1(C)CC(=O)Nc1ccccc1 (stereo unspecified)	6	3	7	-10	12	11	1	-1	-2
CCc1ccc([C@@H]2CC=C(C(=O)O)[C@H](c3ccc(C)cc3)N2S(=O)(=O)c2ccc(C)cc2)cc1	1	3	-1	5	1.7	-9	6	1	8
O=C(NS(=O)(=O)c1ccccc1[N+](=O)[O-])c1ccccc1	16	5	7	13	1.2	8	8	-6	0
COC(=O)[C@H](Cc1ccc(O)cc1)NC(=O)Cn1cnc2c(NCc3ccccc3)ncnc21	23	-3	x	15	4.0	3	-6	3	-8
S=C(NCCc1ccccc1)N/N=C/C1CCCCC1	4	x	-7	-12	4.2	x	x	0	x
O=C(NCc1ccco1)c1nn(-c2ccccc2)c(=O)c2ccccc12	-6	13	-2	-8	-2.0	9	10	-1	4

Outcome played no part in choosing rows; about 5% have a hit in one of these screens.
